Screening data deposited in PubChem by National Center for Advancing Translational Sciences (NCATS).
L3MBTL1 block – inhibitors of human L3MBTL1; 230,000 tested, 0.66% active; AlphaScreen L3MBTL1–H3K9me1 peptide binding; Q9Y468; Potency, µM (doses to about 57.1 µM), for the others: at the highest dose activity, negative = inhibition, hits mostly inhibitors; active = well fitted inhibition curve with a large enough effect; inconclusive = small, poorly fitted or top-dose-only effect; inactive = no such curve, though single readings can be large or run the other way; note: nearly all actives have a fitted effect of over 60% in size
Target sequence (Q9Y468 whole entry, looked up): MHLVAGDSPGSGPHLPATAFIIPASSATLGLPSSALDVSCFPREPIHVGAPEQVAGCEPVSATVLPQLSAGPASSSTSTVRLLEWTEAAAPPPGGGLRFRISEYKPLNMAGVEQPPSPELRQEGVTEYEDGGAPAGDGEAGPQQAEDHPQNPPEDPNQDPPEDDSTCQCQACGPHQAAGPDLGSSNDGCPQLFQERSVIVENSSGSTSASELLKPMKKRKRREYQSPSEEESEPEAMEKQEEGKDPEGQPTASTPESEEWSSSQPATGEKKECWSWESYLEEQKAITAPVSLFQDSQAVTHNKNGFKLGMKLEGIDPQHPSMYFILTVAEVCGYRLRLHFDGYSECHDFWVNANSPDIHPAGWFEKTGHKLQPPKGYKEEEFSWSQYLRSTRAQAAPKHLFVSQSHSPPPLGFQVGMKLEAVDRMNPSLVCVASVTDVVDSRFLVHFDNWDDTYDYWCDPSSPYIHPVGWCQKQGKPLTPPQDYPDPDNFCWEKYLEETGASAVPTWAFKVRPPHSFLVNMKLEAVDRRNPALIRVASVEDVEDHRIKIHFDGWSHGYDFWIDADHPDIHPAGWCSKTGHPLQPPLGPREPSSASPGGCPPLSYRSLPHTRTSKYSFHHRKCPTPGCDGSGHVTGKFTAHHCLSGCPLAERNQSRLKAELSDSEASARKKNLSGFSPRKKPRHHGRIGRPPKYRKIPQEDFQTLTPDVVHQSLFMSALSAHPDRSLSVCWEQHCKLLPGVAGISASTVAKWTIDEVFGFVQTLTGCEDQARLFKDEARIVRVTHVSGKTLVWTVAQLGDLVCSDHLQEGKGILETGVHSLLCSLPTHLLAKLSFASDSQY
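Displacement of a biotinylated histone H3(1-15) peptide monomethylated at Lys9 (75 nM) from L3MBTL1 (50 nM) was measured by AlphaScreen after a 30 min room-temperature compound incubation; cefsulodin titration served as intraplate control.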
The depositor's hits bear a star; [ ] = remark or other dose. % is set by controls: 0 for no effect and ±100 for the full control effect; potency is the fitted concentration of half-maximal effect. Some of the compounds tested; count on the stated rates, not on these rows.

Preview (13 entries):
CC(C)CN(C(=O)C1CCCO1)c1c(N)n(CC(C)C)c(=O)[nH]c1=O (configuration not stated) was read as L3MBTL1 block -7.2%.
Screening COc1ccc(-c2csc(NC(=O)CSCc3c(C)noc3C)n2)c(OC)c1 returned L3MBTL1 block -16.6%.
Cc1cc(Cl)ccc1NC(=O)COC(=O)CCNS(=O)(=O)c1ccccc1 was read as L3MBTL1 block 2.9%.
Screening O=S(=O)(NCCc1ccc(F)cc1)c1ccc(F)cc1Br returned L3MBTL1 block 12.0%.
Screening O=C(CCN=C1NS(=O)(=O)c2ccccc21)OCc1cccc(Cl)c1 returned L3MBTL1 block 3.5%.
`N#CCCn1cc(C(=O)Nc2cccc(C(=O)O)c2)c(-c2ccc(Cl)cc2)n1` gave L3MBTL1 block 9.0%.
`COc1ccc(CNC(=O)c2ccc(N3CCC4(CC3)CC(c3ccc(Cl)cc3)=NO4)c(NC(=O)Cc3ccc(F)cc3)c2)cc1` gave L3MBTL1 block -2.6%.
`CCc1ccc(C(C)NC(=O)C2CCCO2)cc1` (configuration not stated) gave L3MBTL1 block -0.2%.
`COc1ccccc1C(CNC(=O)C1CC(=O)N(Cc2ccc(C)cc2)C1)N1CCCC1` (configuration not stated) gave L3MBTL1 block 1.4%.
COc1cccc(N2CC(O)Cn3c2nc2c3c(=O)[nH]c(=O)n2C)c1 (configuration not stated) was read as L3MBTL1 block -0.8%.
CN(Cc1ccc(Cl)c(Cl)c1)C(=O)c1cccc(S(=O)(=O)N2CCN(Cc3ccccc3)CC2)c1 was read as L3MBTL1 block -6.8%.
O=C(NCCS(=O)(=O)NCc1ccccc1)c1ccccc1 was read as L3MBTL1 block -7.7%.
N#CCCCC#Cc1ccc2c(c1)COc1c3ccccc3nn1-2 was read as L3MBTL1 block -8.1%.

All compounds of this part, repeating the preview:
CC(C)CN(C(=O)C1CCCO1)c1c(N)n(CC(C)C)c(=O)[nH]c1=O (configuration not stated) was read as L3MBTL1 block -7.2%.
Screening COc1ccc(-c2csc(NC(=O)CSCc3c(C)noc3C)n2)c(OC)c1 returned L3MBTL1 block -16.6%.
Cc1cc(Cl)ccc1NC(=O)COC(=O)CCNS(=O)(=O)c1ccccc1 was read as L3MBTL1 block 2.9%.
Screening O=S(=O)(NCCc1ccc(F)cc1)c1ccc(F)cc1Br returned L3MBTL1 block 12.0%.
Screening O=C(CCN=C1NS(=O)(=O)c2ccccc21)OCc1cccc(Cl)c1 returned L3MBTL1 block 3.5%.
`N#CCCn1cc(C(=O)Nc2cccc(C(=O)O)c2)c(-c2ccc(Cl)cc2)n1` gave L3MBTL1 block 9.0%.
`COc1ccc(CNC(=O)c2ccc(N3CCC4(CC3)CC(c3ccc(Cl)cc3)=NO4)c(NC(=O)Cc3ccc(F)cc3)c2)cc1` gave L3MBTL1 block -2.6%.
`CCc1ccc(C(C)NC(=O)C2CCCO2)cc1` (configuration not stated) gave L3MBTL1 block -0.2%.
`COc1ccccc1C(CNC(=O)C1CC(=O)N(Cc2ccc(C)cc2)C1)N1CCCC1` (configuration not stated) gave L3MBTL1 block 1.4%.
COc1cccc(N2CC(O)Cn3c2nc2c3c(=O)[nH]c(=O)n2C)c1 (configuration not stated) was read as L3MBTL1 block -0.8%.
CN(Cc1ccc(Cl)c(Cl)c1)C(=O)c1cccc(S(=O)(=O)N2CCN(Cc3ccccc3)CC2)c1 was read as L3MBTL1 block -6.8%.
O=C(NCCS(=O)(=O)NCc1ccccc1)c1ccccc1 was read as L3MBTL1 block -7.7%.
N#CCCCC#Cc1ccc2c(c1)COc1c3ccccc3nn1-2 was read as L3MBTL1 block -8.1%.
`CC(C)c1nnc(NC(=O)CCC2CCCCC2)s1` gave L3MBTL1 block 4.7%.
`COc1ccc(NC(C)=O)cc1S(=O)(=O)N1CC=C(c2ccccc2)CC1` gave L3MBTL1 block -4.7%.
`CC(C)CN(C(=O)COC(=O)CN1C(=O)c2ccccc2C1=O)c1c(N)n(Cc2ccccc2)c(=O)[nH]c1=O` gave L3MBTL1 block 14.0%.
For O=C(COC(=O)c1ccc(Br)o1)Nc1ncc([N+](=O)[O-])s1 the results were L3MBTL1 block inconclusive.
O=C(Cc1ccc(S(=O)(=O)N2CCCC2)s1)Nc1cccc([N+](=O)[O-])c1 was read as L3MBTL1 block -3.9%.
Screening CCN(CC)C(=O)[C@H]1C[C@H](CC(=O)NCCCN(C)C)C(=O)N2CCc3c([nH]c4cc(CCC(=O)N(C)C)ccc34)[C@]12C returned L3MBTL1 block -0.2%.
CSc1ccc(S(=O)(=O)NCC(=O)OCCOc2ccccc2)cc1[N+](=O)[O-] was read as L3MBTL1 block -6.8%.
Screening O=C1Nc2ccccc2C(=O)N2[C@H](c3ccc(F)cc3)[C@@H]3C(=O)N(Cc4ccccc4)C(=O)[C@@H]3[C@H]12 returned L3MBTL1 block 1.7%.
For COc1ccc(-c2cc(C(=O)N3CCCCCC3)c3ccccc3n2)cc1 the results were L3MBTL1 block -9.2%.
Screening COC(=O)c1ccc(NC(=O)CN2C(=O)NC3(CCC(C)CC3)C2=O)cc1 (configuration not stated) returned L3MBTL1 block 1.7%.
NC(=O)c1ccc(NC(=O)COC(=O)c2c[nH]c3ccccc23)cc1 was read as L3MBTL1 block -2.5%.
`COc1ccccc1CNS(=O)(=O)c1ccc(N2CCCC2)cc1Br` gave L3MBTL1 block -5.1%.
`CCCCn1nnnc1NCc1ccc(C)cc1` gave L3MBTL1 block 8.8%.
CCCC(=O)Nc1ccc(NCc2ccc(C)s2)cc1 was read as L3MBTL1 block -1.6%.
`O=S(=O)(Nc1nccs1)c1ccc(NS(=O)(=O)c2c(F)cc(F)c(Cl)c2F)cc1` gave L3MBTL1 block 0.6%.
Screening Cc1ccc(NC(=O)CSc2ccc(-c3ccc(-n4cccn4)cc3)nn2)c(C)c1 returned L3MBTL1 block 5.0%.
O=C1CCC(C(=O)OCC(=O)Nc2ccc(Cl)cc2C(F)(F)F)=NN1 was read as L3MBTL1 block 36.8%[activator].
For CCc1ccc(S(=O)(=O)Nc2ccc(-c3ccc4nncn4n3)cc2)s1 the results were L3MBTL1 block 8.5%.
Screening CCC(=O)N1CCC(NC(=O)Nc2ccc(OC(F)(F)F)cc2)CC1 returned L3MBTL1 block 0.7%.
Screening O=C(c1ccc(F)c(F)c1)N1CCCc2ccccc21 returned L3MBTL1 block 5.6%.
CC(OC(=O)c1ccc2ncsc2c1)C(=O)NC1CCCCC1C (configuration not stated) was read as L3MBTL1 block 9.7%.
`CC(C)(C)C1CCC(C(=O)NNC(=O)c2ccncc2)CC1` (configuration not stated) gave L3MBTL1 block 3.4%.
For O=C1C=C(c2ccc(-c3ccccc3)c(F)c2)C[C@@H](c2ccc(F)cc2)C1 the results were L3MBTL1 block -6.5%.
`CC(C)(Oc1ccc(Cl)cc1)C(=O)NC1CCCCC1` gave L3MBTL1 block -8.2%.
`CC[C@@]1(C(=O)OC)N[C@H](CN(C)C(=O)Nc2ccc(F)cc2)[C@@H]2C(=O)N(Cc3ccccc3)C(=O)[C@@H]21` gave L3MBTL1 block 5.0%.
Screening CC(=O)c1ccccc1NC(=O)CSc1nnc(Cc2csc(C)n2)o1 returned L3MBTL1 block 9.3%.
`CCOc1ccccc1C(=O)OCC(=O)NCc1ccc2c(c1)OCO2` gave L3MBTL1 block 27.9%.
For CCOc1ccccc1N1CCN(C(=O)C2CSC3(C)CCC(=O)N23)CC1 (configuration not stated) the results were L3MBTL1 block 3.0%.
`CCN(CC)C(=O)[C@H]1CC(CC(=O)NCC23CC4CC(CC(C4)C2)C3)C(=O)N2CCc3c([nH]c4ccc(OC)cc34)[C@]12C` (some centres not stated) gave L3MBTL1 block -6.4%.
`CC(C)(C)C(=O)CNS(=O)(=O)c1ccc(S(=O)(=O)NC2CC2)cc1` gave L3MBTL1 block -1.0%.
For CCCC[C@H]1COCCS(=O)(=O)N1Cc1ccc(Br)cc1 the results were L3MBTL1 block 11.1%.
CC(C)(C)c1ccc(C2=CSC3=NCCN23)cc1 was read as L3MBTL1 block -7.2%.
Screening CCOC(=O)CSc1nc(COc2ccccc2)nc2ccccc12 returned L3MBTL1 block 29.4%.
COc1ccccc1C1Nc2ccccc2NC2=C1C(=O)CC(C)(C)C2 (configuration not stated) was read as L3MBTL1 block -3.9%.
CCc1noc(C)c1C(=O)Nc1cc(S(=O)(=O)N2CCOCC2)ccc1OC(C)C was read as L3MBTL1 block 3.0%.
`COc1ccc2sc(-c3ccccc3OC)c(C#Cc3cncn3C)c2c1` gave L3MBTL1 block -19.1%.
CCN(C(=O)COC(=O)c1cccs1)c1c(N)n(Cc2ccccc2)c(=O)[nH]c1=O was read as L3MBTL1 block 1.9%.
`CCCCn1c(N)c(N(CCOC)C(=O)C2CCN(S(=O)(=O)c3ccc(C)c(C)c3)CC2)c(=O)[nH]c1=O` gave L3MBTL1 block 1.2%.
CCC(=O)c1cn(CC(=O)Nc2ccc(OC)cc2)c2ccccc12 was read as L3MBTL1 block 2.9%.
`CCc1cccc2c(C(=O)CN3C(=O)NC4(CCCCCC4)C3=O)c[nH]c12` gave L3MBTL1 block -0.1%.
For CCOc1ccc(C(=O)Nc2ccc(CN3CCOCC3)cc2)cc1Cl the results were L3MBTL1 block -2.9%.
CC1(C)CC2CC(C)(CN2C(=O)COC(=O)c2ccc(NC(=O)CC#N)cc2)C1 (configuration not stated) was read as L3MBTL1 block -7.3%.
Screening COc1ccccc1NC(=O)c1cc2c(cc1Cl)N1CCCCCC1=NS2(=O)=O returned L3MBTL1 block 0.8%.
Cc1nc2cc(-c3ccc(Br)cc3)[nH]n2c(=O)c1Cl was read as L3MBTL1 block 3.4%.
CC1CCCCC1NC(=O)c1cc(=O)[nH]c2ccccc12 (configuration not stated) was read as L3MBTL1 block 9.1%.
Screening COc1ccc(CCNC(=O)C(=O)NCC2OCCN2S(=O)(=O)c2cc(F)ccc2F)cc1 (configuration not stated) returned L3MBTL1 block -6.4%.
CN(CC(=O)NC(=O)NC1CCCCC1)CC(=O)Nc1ccc(Cl)cc1 was read as L3MBTL1 block 30.0%.
For CCC1(CC)NC(=O)N(CC(=O)Nc2ccc(C)cc2C)C1=O the results were L3MBTL1 block -3.8%.
`Cc1ccc(/C(O)=C2\C(=O)C(=O)N(C)C2c2ccc(Br)cc2)cc1` (configuration not stated) gave L3MBTL1 block 4.1%.
CCCCn1c(SCC(=O)N2CCCC2=O)nc2cc(S(N)(=O)=O)ccc21 was read as L3MBTL1 block 20.3%.
Screening Cc1ccc(CCNS(=O)(=O)c2ccc3c(c2)NC(=O)C(C)C(=O)N3)cc1 (configuration not stated) returned L3MBTL1 block -22.3%.
For CC(=O)N/C(=C\c1ccccc1)C(=O)OCC(=O)Nc1cc(S(=O)(=O)N(C)C)ccc1Cl the results were L3MBTL1 block 4.9%.
O=C1CN(C(=O)COC(=O)CCC(=O)c2ccc(Cl)cc2)c2ccccc2N1 was read as L3MBTL1 block -4.8%.
CCOC(=O)C1=C(N)Oc2cc(O)ccc2C1c1ccc(Br)cc1 (configuration not stated) was read as L3MBTL1 block -1.6%.
For CC(C)Cn1c(N)c(C(=O)COC(=O)CCNS(=O)(=O)c2ccccc2)c(=O)n(C)c1=O the results were L3MBTL1 block -4.2%.
`O=C(c1cccc(F)c1)N1CCN(Cc2ccc3c(c2)OCO3)CC1` gave L3MBTL1 block 2.4%[2.29 µM].
O=C(COC(=O)/C=C/c1ccco1)NC1CCCCC1 was read as L3MBTL1 block -9.5%.
`CCn1cc(C(=O)NC2CCCCCC2)c(=O)c2ccc(C)nc21` gave L3MBTL1 block -0.1%[2.29 µM].
Screening CC(Sc1nc2ccccc2c(=O)n1C)C(=O)NC1CCCCC1C (configuration not stated) returned L3MBTL1 block 11.5%.
Screening O=C(NNC(=O)c1ccc(O)c(Cl)c1)c1cccc(S(=O)(=O)N2CCOCC2)c1 returned L3MBTL1 block -0.6%.
`CCOc1cc(/C=C/C(=O)OCC(=O)NCCN2C(=O)CSC2=O)ccc1OCC(C)C` gave L3MBTL1 block -1.1%.
Screening Cc1ccc(NC(=O)CN(C)C(=O)c2ccc(-n3cncn3)c([N+](=O)[O-])c2)cc1 returned L3MBTL1 block 2.6%.
CCC1Nc2ncnc(N3CCN(c4ccccc4)CC3)c2N(Cc2ccc(C)cc2)C1=O (configuration not stated) was read as L3MBTL1 block -12.5%.
For COC(=O)c1ccc2c(C)c(C3(O)CCCCC3)[nH]c2c1 the results were L3MBTL1 block -1.1%.
Screening CC(=O)Nc1ccc(NC(=O)CSc2ncc(C(=O)Nc3ccc(F)cc3)c(=O)n2C)cc1 returned L3MBTL1 block -0.4%.
`COCCN(C(=O)CSc1ncccn1)c1c(N)n(Cc2ccccc2)c(=O)[nH]c1=O` gave L3MBTL1 block 4.4%.
`Cc1ccc(C(=O)OCC(=O)Nc2ccc(F)c(Cl)c2)o1` gave L3MBTL1 block 3.7%.
`O=C(O)CN1C(=O)N/C(=C\c2cccn2-c2ccc(P(=O)(O)O)cc2)C1=O` gave L3MBTL1 block -4.8%.
For O=C(Nc1cc(S(=O)(=O)N2CCOCC2)ccc1N1CCOCC1)c1ccc([N+](=O)[O-])s1 the results were L3MBTL1 block 6.1%.
Screening COc1ccc(-c2noc(CCC(=O)N3CCC(c4cc(C)ccc4C)CC3)n2)cc1 returned L3MBTL1 block -1.3%.
Cc1cccc(C)c1NC(=O)CN(C)C(=O)c1ccccc1OCc1ccc(F)cc1 was read as L3MBTL1 block 0.5%.
Screening COc1ccccc1OCC(=O)Nc1ncc(C)s1 returned L3MBTL1 block 2.5%.
`COc1ccc(CCN(C)C2CCCN(S(=O)(=O)c3ccc(C)cc3)C2)cc1OC` (configuration not stated) gave L3MBTL1 block -4.1%.
For Cc1cccc(NC(=O)CSc2cccc3cccnc23)c1C the results were L3MBTL1 block 4.2%[2.29 µM].
For CCOc1ccccc1C(=O)Nc1ccc(NC(=O)c2ccccc2)cc1 the results were L3MBTL1 block 0.3%.
For Cc1ccc(S(=O)(=O)N2CC(=O)N3CCN(CCN)C3C2)cc1 (configuration not stated) the results were L3MBTL1 block -6.7%.
